Screening data from PubChem BioAssay.
NPR2 activator: GC-B (human) receptor activation; P20594; HEK293-GC-B cells, CNP EC30, cGMP TR-FRET; 0% at EC30 CNP, 100% saturating CNP; activation, % at 10 µM; hit rate 0.11% among 370,000;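 active = activation at 10 µM reaching about 35% in either raw or pattern-adjusted values, limit read from the data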
Target sequence (P20594 whole entry, looked up): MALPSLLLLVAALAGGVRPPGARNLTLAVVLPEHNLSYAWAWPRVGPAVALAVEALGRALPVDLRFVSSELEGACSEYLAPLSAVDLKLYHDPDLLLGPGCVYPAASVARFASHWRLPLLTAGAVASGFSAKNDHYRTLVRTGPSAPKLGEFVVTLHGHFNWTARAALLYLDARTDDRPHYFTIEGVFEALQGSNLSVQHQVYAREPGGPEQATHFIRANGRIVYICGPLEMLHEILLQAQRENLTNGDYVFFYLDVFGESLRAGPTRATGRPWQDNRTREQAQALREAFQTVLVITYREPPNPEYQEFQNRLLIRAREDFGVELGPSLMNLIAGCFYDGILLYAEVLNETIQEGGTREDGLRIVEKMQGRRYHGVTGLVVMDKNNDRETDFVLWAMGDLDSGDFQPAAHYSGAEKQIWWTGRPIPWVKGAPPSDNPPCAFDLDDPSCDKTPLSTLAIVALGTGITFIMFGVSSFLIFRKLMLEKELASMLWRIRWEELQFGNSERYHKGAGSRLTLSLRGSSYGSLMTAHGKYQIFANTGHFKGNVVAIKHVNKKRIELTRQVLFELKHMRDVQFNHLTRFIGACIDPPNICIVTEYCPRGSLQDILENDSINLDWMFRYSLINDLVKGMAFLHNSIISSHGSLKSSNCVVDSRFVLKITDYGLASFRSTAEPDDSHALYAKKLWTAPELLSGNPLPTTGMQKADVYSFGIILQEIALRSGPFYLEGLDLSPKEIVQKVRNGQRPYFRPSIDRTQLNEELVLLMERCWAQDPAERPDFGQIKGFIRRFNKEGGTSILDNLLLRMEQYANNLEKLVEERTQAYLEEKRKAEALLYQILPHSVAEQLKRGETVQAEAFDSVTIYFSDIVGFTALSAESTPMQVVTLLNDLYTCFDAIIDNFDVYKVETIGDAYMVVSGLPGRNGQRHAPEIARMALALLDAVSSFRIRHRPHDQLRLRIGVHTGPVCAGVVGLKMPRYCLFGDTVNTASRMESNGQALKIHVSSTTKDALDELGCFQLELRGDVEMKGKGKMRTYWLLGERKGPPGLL
SMARCA2 act: increases SMARCA2 function in MMTV reporter cells. MG213 cells, MMTV-luciferase reporter, dexamethasone, overnight. hit rate 1% among 370,000. AID 652017. activation, % at 9.1 µM; in the data active = activation above about 7.8%;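 also: 0% = vehicle wells and 100% = reference activator wells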
ssDAF-12 act: activators of S. stercoralis DAF-12 nuclear receptor; hit rate 1% among 370,000; activation, % at 6.8 µM; HEK293 ssDAF-12/GRIP1 lit1-tk-luc reporter, luminescence; % of 3 µM dafachronic acid response; AID 652126;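 active = activation above the mean over all tested compounds plus 3 SD, cut at about 0.9% in these data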;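 also: 0% = DMSO-only wells and 100% = 3 µM delta7-dafachronic acid wells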
FXN GAA850 act: frataxin GAA850 promoter activation | HEK293 lucGAA850 FXN promoter luciferase reporter, 24 h; percent of 10 µM SAHA response | activation, % at 6 µM | hit rate 0.56% among 360,000 | AID 540364;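 active = activation above the average of all compounds screened plus 3 SD, cutoff fixed separately per campaign, cut at about 7.5% in these data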;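 also: 0% = DMSO wells and 100% = 10 µM SAHA wells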
hgDAF-12 ag: hgDAF-12 agonism, primary luciferase screen; HEK293 GAL4-hgDAF12 UAS-luciferase reporter, agonist luminescence; normalized to butyrate control; activation, % at 6.8 µM; hit rate 1.8% among 370,000;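 active = activation above a cutoff set at the mean of all screened compounds plus 3 SD, cut at about 10% in these data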;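 also: 0% = DMSO wells and 100% = sodium butyrate wells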
HGIII-sPLA2 inh: Inhibits HGIII-sPLA2 liposome hydrolysis, primary screen; Q9NZ20; QFRET BODIPY PC-A2 liposome hydrolysis, fluorescence; inhibition, % at 12.2 µM; hit rate 0.56% among 370,000;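 active = inhibition above mean plus 3 SD of compounds lying within the high and low control bounds, cut at about 19% in these data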;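 also: 0% = median of test compound wells and 100% = no enzyme DMSO wells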
ADAM10 inh: inhibits human ADAM10; O14672; recombinant ADAM10, EDANS/DABCYL FRET peptide cleavage, 3 h; inhibition, % at 7 µM; hit rate 0.62% among 370,000;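 active = inhibition above a per-campaign cutoff equal to the mean of compounds falling between control-based bounds plus 3 SD, cut at about 20% in these data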;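 also: 0% = DMSO wells while the 100% control is not disclosed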
DAX1 inh-1: DAX1 (NR0B1) inhibition, primary screen; hit rate 1.1% among 370,000; HEK293T StAR-luciferase reporter, SF-1/DAX-1 repression relief; inhibition, % at 6.8 µM; AID 652010;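 active = inhibition above the mean over all tested compounds plus 3 SD, cut at about 3.6% in these data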;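 also: 0% = DAX-1 cells with DMSO and 100% = cells lacking DAX-1 with DMSO; higher inhibition means more luminescence from relief of DAX-1 repression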
hcDAF12 agonist: H. contortus DAF-12 activation, primary screen | HEK293 hcDAF-12 lit1-tk-luc reporter, luminescence; 0% DMSO, 100% Δ7-dafachronic acid | hit rate 1.4% among 370,000 | activation, % at 6.8 µM;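 active = activation above the mean of all tested compounds plus 3 SD, cut at about 5.5% in these data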;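 also: 100% = response to 3 µM Δ7-dafachronic acid high control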
GC-A act: GC-A (human) enzyme activation. activation, % at 10 µM. hit rate 0.14% among 370,000. P16066. HEK293 GC-A cells, cGMP TR-FRET, EC30 ANP; 0% at EC30 ANP, 100% saturating ANP. AID 1671463; in the data active = activation above about 40%
DAX1 inh-2: inhibits human nuclear receptor DAX1; HEK293 Gal4-DAX1 luciferase reporter, luminescence; inhibition, % at 6.75 µM; hit rate 0.99% among 340,000; AID 504766;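 active = inhibition above the mean over all tested compounds plus 3 SD, cut at about 4.2% in these data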;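 also: 0% = DAX1-transfected cells with DMSO and 100% = empty-vector control cells with DMSO; inhibition shows as a rise in luminescence from relieved DAX1 repression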
* marks the source's active call; other numbers are inactive results; i = inactive; · = no result given.

Order of values – FXN GAA850 act	DAX1 inh-1	DAX1 inh-2	SMARCA2 act	ssDAF-12 act	hcDAF12 agonist	hgDAF-12 ag	GC-A act	HGIII-sPLA2 inh	NPR2 activator	ADAM10 inh
COc1ccc(C(CNC(=O)CSc2ccc(Br)cc2C)N2CCOCC2)cc1 (centres undefined)
 : 3.5	0.8	0.0	2	-1.1	-0.4	-2.2	-7	-3	-15	1
CN(C)S(=O)(=O)c1ccc(C(=O)N2CCN=C2SCc2ccccc2)cc1
 : 2.4	0.2	2.1	-1	-1.3	-2.4	-2.2	2	-2	3	1
Cc1ccnc(NC(=O)c2ccc3c(c2)NC(=O)C(C)S3)c1 (centres undefined)
 : -0.5	11*	-1.5	0	0.4	4.4	5.9	-1	2	-6	5
CCOc1ccc(NC(=O)COc2ccc3c(c2)CCC3)cc1OC
 : -1.9	0.2	-0.3	-2	-1.4	0.1	-4.3	-2	-1	-8	5
Cc1ccc(C)c(N2CCN(C(=O)c3ccc(NC4=NC5CS(=O)(=O)CC5S4)cc3)CC2)c1 (centres undefined)
 : -0.3	-0.3	0.6	0	-0.9	-1.3	-0.6	2	-1	0	7
CN(C)c1cc[n+](CC(=O)Nc2ccc(Cl)cc2)cc1
 : -1.7	-1.1	-2.1	-2	-1.6	-1.2	-0.8	13	3	-6	-3
CCOC(=O)[C@]12CCCC=C1N(Cc1ccc(Cl)cc1Cl)C(=O)[C@H](CC(=O)NCc1cccs1)C2
 : ·	-0.4	·	-5	-0.8	-1.2	0.0	-10	-6	2	-14
CCOC(=O)c1c(NC(=O)Cn2nc(C(F)F)cc2C(F)F)sc(C)c1C
 : 0.7	-0.3	-1.1	-2	-1.0	-0.9	0.9	0	-12	-12	18
CN(C)c1ccc(N=Cc2nc(-c3ccccc3)oc2OC(=O)c2cccc(Br)c2)cc1
 : 4.7	2.8	0.9	6	2.1*	6.7*	7.0	-3	7	-4	10
CN(C)C(CNC(=S)Nc1cccc(Cl)c1)c1ccccc1 (centres undefined)
 : -0.3	0.7	1.7	0	-1.2	0.1	0.8	1	5	2	-6
CCOc1ccc(CNS(=O)(=O)c2c(C(=O)N3CCCC3)c(C)n(C)c2C)cc1OC
 : 3.2	0.0	0.3	-3	-1.1	-0.6	1.1	0	-1	2	-5
CN(CC(=O)Nc1cccc(F)c1)C(=O)c1ccccc1OCCOc1ccccc1
 : 1.7	-0.9	0.7	-2	-1.3	0.4	2.1	-1	-13	-5	5
O=C(c1cccs1)N1CCN(c2ncc(Br)cn2)CC1
 : 1.8	0.4	1.4	-2	-1.3	-1.3	1.0	2	7	-4	-2
COC(=O)[C@]12C[C@H](CC(=O)NCC3CCCCC3)C(=O)N(Cc3ccc4c(c3)OCO4)C1=C[C@H](C(C)C)O[C@@H]2C1CC1
 : ·	0.9	·	-2	-0.9	-1.1	2.2	-2	-3	-9	2
Cc1ccc(-n2c(C)nc3c(cnn3-c3ccc(F)cc3)c2=O)cc1C
 : -2.6	-0.7	0.6	-2	-0.8	-0.7	-0.1	3	3	3	3
COc1ccc(N2C(=O)C3C(C2=O)C2C=CC3C23CC3)c(OC)c1 (centres undefined)
 : -0.6	0.8	0.3	-4	-0.6	-0.4	2.5	4	6	-5	-9
Cc1c(C(=O)NCCSCc2c(Cl)cccc2Cl)cccc1[N+](=O)[O-]
 : -0.5	0.0	-1.6	-3	-1.8	-0.1	-1.6	-1	-1	-4	19
COc1ccc(OC)c(C2=NOC(C(=O)N3CCCc4ccccc43)C2)c1 (centres undefined)
 : 0.1	-0.1	1.1	-1	-1.4	-1.0	0.0	-4	-2	-4	-15
CCc1cccc(C)c1NC(=O)N(C)C1CCCCC1
 : 1.3	-0.7	0.8	-5	-0.4	-1.3	-2.0	2	7	-1	-11
COc1cccc(NC(=O)CCc2nc(-c3ccccc3F)no2)c1
 : 3.2	0.0	0.0	0	-0.2	-0.6	-0.4	-1	-5	-7	0
Cc1cc2nn(-c3cccc4ccccc34)nc2cc1NC(=O)c1cccs1
 : 0.7	-1.2	2.8	0	-1.8	-0.7	-0.8	0	-9	-7	-328
CC1(C)OC1COc1c2ccoc2cc2oc(=O)ccc12 (centres undefined)
 : 0.7	-1.6	0.3	-1	0.0	1.1	2.1	-2	-1	-1	-44
CCOc1ccc(C2=NNC(c3cccnc3)=Nc3ccc(OC)cc32)cc1
 : 1.7	0.3	-1.1	-2	-1.5	3.7	0.3	-2	1	0	-1
O=C(NNc1c2ccccc2nc2ccccc12)c1cccc(O)c1
 : 2.7	-1.7	-2.3	7	-1.2	-0.3	-3.6	11	-17	-2	i
COc1ccc(CC(=O)Nc2ccc(-c3nc4cc(C)ccc4o3)c(O)c2)cc1OC
 : 3.6	1.2	-0.2	2	-1.2	1.0	2.6	-3	0	7	-14
O=S(=O)(N1CCCCC1)N1CCN(c2ccccc2F)CC1
 : 1.0	-0.9	0.7	-2	-1.2	-0.7	-3.2	0	-1	-4	1
OC1CCNC(=S)N1c1ccccc1 (centres undefined)
 : 1.1	0.2	0.9	-1	-1.1	-1.3	-3.3	-4	10	-2	1
CN(Cc1ccc(Br)cc1)CC(O)COc1cccc(Br)c1 (centres undefined)
 : 1.4	0.2	-1.3	1	-0.8	0.8	1.6	-1	8	-4	19
Cn1c(-c2cnn(-c3ccccc3)c2-n2cccc2)n[nH]c1=S
 : 1.0	0.4	1.4	0	-1.8	-0.5	0.9	-3	7	0	5
O=C(NCCCN1CCOCC1)c1csc2c1CCCC2
 : 1.7	1.3	-0.4	2	-1.6	-0.3	1.9	0	4	-2	5
Cn1c(=O)c2[nH]c(N=NNc3ccccc3F)nc2n(C)c1=O
 : 1.2	-0.3	1.4	1	-0.3	1.4	0.6	-2	3	-6	-1
COc1ccc(NC(=S)NCCC2=CCCCC2)cc1OC
 : 3.1	-0.2	-0.9	0	-0.7	-1.2	5.9	5	11	1	-1
C=CCC[C@H](Cc1ccc(F)cc1)C(=O)OC[C@H](Cc1c[nH]c2ccccc12)NC(=O)[C@@H](CC=C)CC(=O)N(CCO)Cc1ccccc1
 : -9.4	-0.7	-0.3	-2	-1.6	-1.8	-1.3	-4	-98	-3	27*
O=C(CCN1C(=O)/C(=C/c2cccs2)SC1=S)Nc1ccccc1O
 : 0.7	0.0	1.6	1	-0.6	1.1	1.5	-4	-25	5	-2
Cc1cc(C)cc(NC(=S)N2CCC(NC(=O)C3CCCCC3)CC2)c1
 : 3.2	0.0	-1.2	0	-1.0	-0.2	1.4	-3	5	2	12
COc1ccc(OC)c(C2C(C(=O)c3ccco3)=C(O)C(=O)N2CC2CCCO2)c1 (centres undefined)
 : -1.0	0.1	-0.2	0	-1.3	-0.4	-0.9	3	-4	-3	-4
COc1ccc(OC)c(NC(=O)C2(C)CCN2Cc2ccsc2)c1 (centres undefined)
 : 0.6	-2.1	·	-4	-1.4	-3.1	-2.7	-9	-5	-2	12
O=C(c1ccc2c(c1)OCCO2)C1CCN(C(=O)Nc2ccc(F)cc2)CC1
 : -2.2	-0.4	-0.7	-1	-1.3	-2.3	-0.1	-3	0	1	8
COCCn1c(=N)c(S(=O)(=O)c2ccc(F)cc2)cc2c(=O)n3ccccc3nc21
 : 4.9	0.5	-0.2	0	-1.3	1.3	1.1	6	6	3	-232
Cn1c(=O)[nH]c(=O)c2c1nc(N1CCCCC1)n2CCCSc1nnnn1-c1ccccc1
 : 4.4	0.4	-1.1	-1	-1.1	-2.1	-1.9	-5	2	-3	-9
Cc1ccccc1OCC(=O)Nc1ccc(N2CCN(S(C)(=O)=O)CC2)cc1
 : 0.7	-1.5	-0.6	-5	-1.2	-2.6	-2.0	3	9	4	-9
CCC(C)NCCOCCOc1ccc(C)cc1Br (centres undefined)
 : 2.7	-0.2	0.1	1	-1.5	-0.5	3.2	2	0	-9	-5
O=C(NC1CCCC1)C(c1ccc(F)cc1)N(C(=O)c1csnn1)c1ccccc1 (centres undefined)
 : 0.3	-0.3	0.7	-1	-0.8	-3.1	-1.4	-4	3	-5	-2
O=C(CCN1C(=O)c2ccccc2S1(=O)=O)Nc1ccc(Cl)cc1
 : -1.2	-0.9	0.5	-1	-1.4	-1.9	2.2	0	3	-4	-10
CCOC(=O)C1CCN(C(=S)Nc2ccc(CC)cc2)CC1
 : 4.9	0.4	0.8	-2	-2.0	0.2	4.7	1	15	3	-8
O=C(CSc1ccc(-c2ccc(F)cc2)nn1)N1CCOCC1
 : 4.4	0.6	1.0	-3	-0.2	-0.3	2.0	2	2	2	-9
O=C(Nc1ccnn1C1CCN(C(=O)c2ccc(Cl)cc2)CC1)C1CC1
 : 0.7	0.7	-0.5	-2	-0.6	0.5	0.1	1	5	7	4
CCCc1nc(SCC(=O)Nc2nnc(CC)s2)c2c(=O)n(C)c(=O)n(C)c2n1
 : -0.8	0.0	-0.1	-1	-0.7	0.7	0.7	7	-2	-4	4
O=C(NCc1cccc(C(F)(F)F)c1)C1CCCN(c2cnccn2)C1 (centres undefined)
 : 0.8	-0.1	-0.7	-2	-1.2	-2.5	0.2	2	-2	4	-33
Fc1ccc(CSc2nc3ncccc3[nH]2)cc1
 : 3.3	0.2	0.5	5	-0.2	-0.3	2.6	1	-4	8	-9
O=C(c1ccc(Cl)cc1)N1CCCC(C(=O)N2CCCCC2)C1 (centres undefined)
 : 0.4	0.1	1.1	-2	-0.6	-2.7	-0.5	1	8	2	-1
COc1ccc(C)cc1NC(=O)C(OC(=O)c1cccc(S(=O)(=O)N(C)c2ccccc2)c1)c1ccccc1 (centres undefined)
 : 2.4	-0.1	0.6	-3	-0.3	0.8	-1.3	0	1	2	-6
COc1ccc(OC)c(NC(=O)CN2C(=O)COc3ccc(C)cc32)c1
 : -0.6	-0.2	-2.1	1	-2.1	-1.9	1.0	-9	3	-4	9
O=C(Nc1cccc(Cl)c1)c1ccc2sc([C@@H]3O[C@H](CO)[C@H](O)[C@H](O)[C@H]3O)nc2c1
 : 0.9	1.1	·	-2	-0.1	1.6	7.6	-5	12	-2	-3
CN1CCN(c2ccncc2S(=O)(=O)N2CCCC2)CC1
 : 3.9	0.6	1.0	0	-0.8	1.0	0.5	2	2	2	-16
CCOC(=O)C1(C)CCCN1C(=O)c1c(F)cccc1F (centres undefined)
 : -1.0	0.3	·	-1	-1.7	2.2	5.5	-1	-1	-2	-1
Cn1cc(/C=N\NC(=O)c2cccs2)c2ccccc21
 : 6.8	2.7	6.1*	5	-0.2	6.8*	13*	-1	4	-5	-6
Cc1n[nH]c(=O)nc1NCCN(C)C
 : 0.0	-0.9	1.4	-3	-1.2	-0.7	-0.8	0	3	-1	-11
COc1ccc(C(=O)NNC(=O)CSc2nnc(COc3ccccc3OC)n2C)cc1
 : 3.9	-0.4	1.9	0	-1.5	0.6	0.5	1	-5	1	3
Cn1c(C(=O)NCCCN2CCCCC2)cc2sccc21
 : 2.1	0.3	0.3	-1	-1.6	-1.7	-1.1	0	0	0	1
